Source: PubChem
TR-FRET SRC-2 ct – TR-FRET signal artefacts, primary screen, artefact control for PPARgamma SRC-2 agonist project, biochemical. TR-FRET artefact counter-screen; hits give high values. TR-FRET ratio at 8 µM. 200,000 tested, 0.4% active. AID 1049, 2008; in the data active = TR-FRET ratio above about 2000; also: inactives centre near 1500
PPARg SRC-1 ag – PPARgamma agonists recruiting SRC-1 coactivator, primary screen, biochemical; Peroxisome proliferator-activated receptor gamma (Homo sapiens), P37231; AID 631, 2007; PPARgamma-SRC-1 coactivator recruitment biochemical assay; activation, % at 8 µM; 200,000 tested, 0.41% active; in the data active = activation above about 19%;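 also: 0% = DMSO and 100% = reference agonist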
Target sequence (P37231 whole entry, looked up): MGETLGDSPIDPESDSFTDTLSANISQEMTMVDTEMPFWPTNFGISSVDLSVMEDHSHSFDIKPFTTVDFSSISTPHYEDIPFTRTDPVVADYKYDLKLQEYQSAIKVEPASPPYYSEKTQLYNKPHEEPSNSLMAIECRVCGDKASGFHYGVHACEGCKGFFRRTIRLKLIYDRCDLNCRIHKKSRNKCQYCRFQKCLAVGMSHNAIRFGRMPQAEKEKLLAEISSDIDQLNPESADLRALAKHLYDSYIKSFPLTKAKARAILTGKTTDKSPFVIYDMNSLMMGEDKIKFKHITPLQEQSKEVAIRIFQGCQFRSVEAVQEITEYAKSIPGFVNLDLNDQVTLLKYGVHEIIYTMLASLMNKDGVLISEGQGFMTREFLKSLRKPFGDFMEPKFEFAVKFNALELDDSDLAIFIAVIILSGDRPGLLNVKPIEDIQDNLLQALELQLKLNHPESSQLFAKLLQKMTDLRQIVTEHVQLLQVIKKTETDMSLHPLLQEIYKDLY
PPARg SRC3 recr – PPARgamma agonists recruiting SRC-3 coactivator, primary screen, biochemical. Peroxisome proliferator-activated receptor gamma (Homo sapiens), P37231. biochemical PPARgamma/SRC-3 coactivator recruitment assay. activation, % at 8 µM. 200,000 tested, 0.26% active; in the data active = activation above about 23%;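 also: 0% = DMSO and 100% = reference agonist; some compounds past the cut are filed as inactive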
S1P3 antag – S1P3 receptor antagonists, primary screen, cell-based; 170,000 tested, 0.27% active; CHO S1P3 NFAT-BLA reporter, FRET fluorescence, antagonist mode; Sphingosine 1-phosphate receptor 3 (Homo sapiens), Q99500; inhibition, % at 4.98 µM;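 active = inhibition above the plate cutoff, the mean inhibition of test wells on that plate plus 3 SD, cut at about 28% in these data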;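 also: cells challenged with S1P at its EC80 of 0.8 µM; blue over green emission ratio from cleaved BLA substrate after 4 h stimulation; 0% = S1P-stimulated wells and 100% = unstimulated DMSO-only wells; some compounds past the cut are filed as inactive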
Target sequence (Q99500 whole entry, looked up): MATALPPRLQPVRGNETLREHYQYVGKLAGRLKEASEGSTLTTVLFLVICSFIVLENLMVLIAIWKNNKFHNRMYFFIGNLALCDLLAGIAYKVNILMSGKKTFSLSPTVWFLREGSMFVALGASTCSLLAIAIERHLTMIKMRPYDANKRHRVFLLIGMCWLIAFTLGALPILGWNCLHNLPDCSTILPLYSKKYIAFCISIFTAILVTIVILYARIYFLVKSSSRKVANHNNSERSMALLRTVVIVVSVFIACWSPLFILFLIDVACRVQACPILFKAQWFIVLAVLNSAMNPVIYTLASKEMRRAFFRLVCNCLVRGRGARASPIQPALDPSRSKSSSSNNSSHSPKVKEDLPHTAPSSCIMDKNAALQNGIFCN
RAM network inh – inhibitors of the yeast RAM network, primary screen, dse1pr::URA3 reporter, 5-FOA selection | 190,000 tested, 1.8% active | inhibition, % at 50 µM | S. cerevisiae dse1pr::URA3 reporter, 5-FOA growth OD615, 2 d; analog-sensitive cbk1-as2 kinase mutant strain;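 active = inhibition above a set limit, 3 SD over mean compound inhibition, cut at about 8.4% in these data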;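 also: 0% = DMSO-only wells with no growth and 100% = 10 µM 1-NA-PP1 full growth; inhibition rescues growth on 5-FOA so higher OD means more RAM inhibition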
ROMK primary – ROMK potassium channel modulators, primary screen, cell-based, thallium flux, MLSMR library | B-score at 10 µM | Tet-inducible ROMK, thallium flux fluorescence; actives lie on both sides | ATP-sensitive inward rectifier potassium channel 1 (Homo sapiens), P48048 | AID 1918, 2009 | 130,000 tested, 2% active;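 active = signal ratio slope over the read window, or its plate-corrected B-score, at least 3 SD from the plate mean, either direction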;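 also: B-score of the F/F0 ratio slope over 7 to 12 s after thallium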
STAT3 inh – IL-6 driven STAT3 reporter inhibitors, primary screen, U3A cells, luciferase, luminescence, MLSCN library; IL-6 STAT3-luciferase reporter; host cell line lacks STAT1; inhibition, % at 5.5 µM; 190,000 tested, 0.89% active; AID 862, 2007;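 active = inhibition above the mean inhibition across all screened compounds plus 3 SD, cut at about 44% in these data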;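 also: 0% = DMSO only wells and 100% = 100 µM nifuroxazide control wells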
TLR4-MyD88 BLA – inhibitors of TLR4-MyD88 association in cells, primary screen, cell-based, HeLa CL3-4, BLA complementation, FRET ratio; Toll-like receptor 4 (Homo sapiens) + Myeloid differentiation primary response protein …; HeLa CL3-4 TLR4/MyD88 BLA complementation; inhibition, % at 8.4 µM; 200,000 tested, 0.18% active; in the data active = inhibition above about 25%;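 also: 0% = vehicle and 100% = reference inhibitor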
STAT3 act – IL-6 driven STAT3 reporter potentiators, primary screen, U3A cells, luciferase, luminescence, MLSCN library; IL-6 STAT3-luciferase reporter; 100% = signal with IL-6 EC80 alone; activation (% of control), % at 5.6 µM; 190,000 tested, 0.91% active; AID 871, 2007;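 active = activation above the screen-wide mean of compound activation plus 3 SD, cut at about 130% in these data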;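 also: 0% = background luminescence of wells with medium and substrate only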
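Assay system – human STAT1-deficient U3A cells with stable STAT3-luciferase reporter · Also added – IL-6 (33 ng/mL) · Schedule – compound 1 h, then IL-6 6 h at 37 °C · Technique – reporter luminescence signal · Evaluation – % activation versus median of IL-6-stimulated wells · Benchmarks – IL-6-only wells as 100% reference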
PPARg SRC2 recr – agonists of PPARg-SRC-2 recruitment, primary screen, biochemical, HTS | 200,000 tested, 0.34% active | PPARgamma LBD-SRC-2 recruitment | activation, % at 8 µM; in the data active = activation above about 22%;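 also: 0% = vehicle and 100% = reference agonist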
STAT1 blocker – STAT1 signaling inhibitors, primary screen, cell-based, HTS, luciferase reporter. NIH 3T3 STAT1-luciferase reporter, IFN-gamma, luminescence. inhibition, % at 5.5 µM. 200,000 tested, 0.35% active. AID 920, 2007;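 active = inhibition above a set limit, the mean inhibition across all tested compounds plus 3 SD, cut at about 34% in these data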;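 also: 0% = IFN-gamma with DMSO and 100% = IFN-gamma with 300 µM nifuroxazide; values of inactives mirror those of a sister screen read the other way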
An asterisk follows results filed as active; / = not tested or not shown.

canonical_smiles	TR-FRET SRC-2 ct	PPARg SRC-1 ag	PPARg SRC3 recr	S1P3 antag	RAM network inh	ROMK primary	STAT3 inh	TLR4-MyD88 BLA	STAT3 act	PPARg SRC2 recr	STAT1 blocker
C/C(=N/O)c1ccc(N2C(=O)C3C4C=CC(C3C2=O)C2C3C(=O)N(c5ccc(/C(C)=N/O)cc5)C(=O)C3C42)cc1 (configuration not stated)	1421	0	-5	4	8.2	0.28	-10	11	112	-7	-13
CCOC(=O)c1nnn(-c2nonc2-n2cccc2)c1CCl	1322	-6	-5	/	1.5	/	5	11	100	-2	9
COc1ccc(CCC(=O)OCC(=O)Nc2ccccc2OC(F)F)cc1OC	1526	-7	0	-8	3.7	0.85	-10	11	107	1	7
c1ccc(CNc2nc(-c3cccnc3)cs2)cc1	1639	10	10	-18	1.9	-0.66	17	-3	87	3	-14
C/C(N)=C(/C#N)C(=O)COC(=O)CCSc1ccccc1Cl	1353	-3	4	/	3.4	0.033	-5	4	102	-6	5
CCOc1ccc(NC(=O)CN2CCN(CC(=O)Nc3ccc(F)cc3)CC2)cc1	1580	-2	-2	14	0.8	-0.21	-3	-2	105	-6	5
CC(NC(=O)c1ccc(OC2CCN(Cc3ccccn3)CC2)cc1)c1ccccc1 (configuration not stated)	1656	-3	1	-15	0.8	0.0036	13	-15	92	1	1
Cc1cc2nc(/C(C#N)=C/c3ccncc3)[nH]c2cc1C	1532	-4	6	-16	-0.6	-1.4	-11	11	115	-1	-19
S=C1NCCNC(=S)NCCOCCN1	1666	8	0	-11	1.2	0.71	0	1	103	10	-1
CCC1CCCCN1C(=O)N[C@@H](Cc1ccccc1)C(=O)O (some centres not stated)	1471	-2	-4	6	-0.2	/	-5	-8	109	8	-3
Cc1cc(-c2nnc(CCC(=O)N3CCN(Cc4cccc(F)c4)CC3)o2)c(C)o1	1700	9	2	-1	0.9	-0.44	-1	15	105	7	-10
O=[N+]([O-])c1cc(-c2cnc3ccccc3n2)ccc1Cl	1614	2	-7	0	-0.3	0.35	1	-7	103	-3	-10
CC(=O)c1c(C)[nH]c(C(=O)COc2cc(C)ccc2C(C)C)c1C	1447	-3	-2	/	5.2	/	68*	6	45	-3	27
COC(=O)c1ccccc1NC(=O)CSc1nccc(C)n1	1497	-3	-5	1	1.6	-0.037	3	12	103	-9	-1
CCOC(=O)N1N=C(C)CC1(O)c1ccccc1 (configuration not stated)	1599	2	3	-17	1.6	0.56	-1	-5	99	4	-4
CCn1c(=O)n(CC)c2cc(S(=O)(=O)NCCOc3ccccc3)c(C)cc21	1665	3	1	7	0.8	0.23	7	-2	98	2	7
CCOC(=O)N1CCN(CCC(=O)Nc2ccc(OC)cc2)CC1	1569	-1	10	/	-0.1	1.3	5	1	97	7	0
O=C(COc1nnnc2ccccc12)N1CCCc2ccccc21	1398	1	-9	12	0.1	0.43	-10	5	112	-7	-3
Cc1ccc(S(=O)(=O)NCCCCC(NC(=O)OC(C)(C)C)C(=O)O)cc1 (configuration not stated) (tested in a mixture with another compound)	1455	-3	-4	12	0.9	/	-6	-6	107	-3	-3
CC(CNC(=O)c1ccc2c(c1)OCO2)c1ccc([N+](=O)[O-])cc1 (configuration not stated)	1475	-2	0	11	-0.5	0.24	10	10	97	-7	7
COc1cc(NC(=O)c2cccc(F)c2)cc(OC)c1OC	1470	-4	-1	-2	1.0	-0.35	4	-6	105	-5	4
[O-][n+]1c2c(nc3c1-c1ccccc1C3O)CCCC2 (configuration not stated)	1406	-2	0	-12	1.4	0.065	14	5	90	1	-17
CCOC(=O)C1=C(CC)Nc2ccccc2N=C1NC(=O)CCN1C(=O)C2CCCCC2C1=O (configuration not stated)	1766	3	9	10	0.4	0.24	2	6	103	8	4
Cc1ccc([N+](=O)[O-])cc1S(=O)(=O)N1CCCC1	1716	5	1	-13	2.3	/	2	-6	100	3	3
Cc1ccc(N2C(=O)C(CC(=O)Nc3cccc(F)c3)N(CCc3ccncc3)C2=O)cc1 (configuration not stated)	1645	3	2	3	0.6	0.18	-4	3	105	12	-2

The list continues:
canonical_smiles	TR-FRET SRC-2 ct	PPARg SRC-1 ag	PPARg SRC3 recr	S1P3 antag	RAM network inh	ROMK primary	STAT3 inh	TLR4-MyD88 BLA	STAT3 act	PPARg SRC2 recr	STAT1 blocker
NC(=O)c1ccc(/C=N/O)nc1	1503	10	6	18	0.1	-1.4	-3	-1	104	4	-5
Cc1ccc(/C=C(\CCC(=O)O)c2nc3ccccc3s2)cc1[N+](=O)[O-]	1586	-6	4	-2	10.0*	0.32	-7	7	110	-4	0
COc1ccc(NC(=O)Nc2cccs2)cc1Cl	1659	10	2	22	2.4	-0.038	13	1	98	3	-34
Cc1cc(N2C(=O)CC(Cc3ccc(Cl)cc3)C2=O)no1 (configuration not stated)	1614	7	-3	/	1.9	/	6	-5	99	3	-2
O=C(NCCCn1ccnc1)/C(=C\c1ccco1)NC(=O)c1ccco1	1560	-5	8	9	-0.1	0.43	0	3	106	10	-7
COc1ccc(C2(O)CCN(C(=O)c3c(F)cccc3F)CC2)cc1	1484	-4	-9	-45	1.7	0.23	-1	1	103	-2	4
COC(=O)C1=CN(C)C=C(C(=O)OC)C1c1ccc(O)c(OC)c1	1378	2	-3	-12	0.6	0.19	0	-9	101	-4	1
Cc1ccc(/C=N/NC(=O)Cc2cccn2C)s1	1599	-2	4	3	0.3	0.68	0	11	99	11	-11
O=C(NNC(=S)Nc1ccc(Br)cc1Cl)c1ccncc1	1348	-4	1	-6	1.9	6*	4	-21	99	-8	-7
CC1=CC(=C(C#N)C#N)C=C(C)N1Cc1ccc(Cl)cc1	1647	3	1	-18	5.4	0.8	-3	-19	106	4	1
CCOc1c(Cl)cc(Cl)cc1CNCCNCCO	1571	2	9	/	-0.8	/	8	13	98	7	5
C/C(=N\Nc1ccccn1)c1ccc(N2CCOCC2)cc1	1551	-4	-1	-2	1.2	0.34	17	-16	92	-3	-45
CCOC(=O)N1CCN(C(=O)c2ccc(NC(=O)CC)cc2)CC1	1698	5	6	/	2.9	/	2	-6	101	3	8
O=C(Nc1ccccc1C(=O)NCC1CCCO1)c1ccco1 (configuration not stated)	1606	4	3	-29	0.0	0.22	1	-5	99	5	-1
Nc1nc(Cl)nc(N(c2ccccc2)c2ccccc2)n1	1674	-1	4	-18	1.3	0.94	-1	4	104	-4	12
O=C1NCCCC1C(=O)Nc1cccc(C(F)(F)F)c1 (configuration not stated)	1409	-1	-7	3	0.2	-0.4	-1	0	101	3	-1
O=C(Nc1nc(-c2ccccc2Cl)cs1)c1cccnc1	1659	0	-3	/	1.9	-0.35	31	-10	74	12	1
CCN(CC)S(=O)(=O)c1cc(C(=O)Nc2nncs2)c(Cl)cc1Cl	1533	3	6	3	0.9	/	2	-3	100	7	3
COCCCNC(=O)CCCCCNS(=O)(=O)c1ccc(Br)cc1	1656	5	4	-21	-0.4	-0.54	3	-4	98	4	7
CC(C(=O)N1CCOCC1)N1C(=O)C2C3C=CC(C4CC34)C2C1=O (configuration not stated)	1418	8	3	-10	1.1	0.4	5	2	102	0	-6
O=C(CNS(=O)(=O)c1c(Cl)cccc1Cl)OCc1csc(-c2ccccc2)n1	1622	-2	5	-3	13*	-0.98	5	-20	94	1	1
Cn1cc(S(=O)(=O)N2CCc3ccccc3C2)c(=O)n(C)c1=O	1898	-3	5	11	-0.2	/	2	-7	106	6	-1
CCCCOc1ccccc1NC(=O)c1scc2c1OCCO2	1637	2	8	7	13*	-0.21	4	4	101	3	-7
O=C(Nc1ccc(Br)cn1)C1CCCN1S(=O)(=O)c1ccccc1 (configuration not stated)	1604	1	-1	/	1.2	/	17	-15	89	2	10
Cc1cc[n+](-c2nc3ccccc3nc2[N-]S(=O)(=O)c2cccs2)cc1C	1654	-6	2	-5	1.6	/	5	-3	97	2	-4

Continued.
canonical_smiles	TR-FRET SRC-2 ct	PPARg SRC-1 ag	PPARg SRC3 recr	S1P3 antag	RAM network inh	ROMK primary	STAT3 inh	TLR4-MyD88 BLA	STAT3 act	PPARg SRC2 recr	STAT1 blocker
CCOC(=O)C1CCCN(C(=O)c2ccc(OC(C)=O)cc2)C1 (configuration not stated)	1351	-2	-6	11	0.3	0.0015	9	5	94	-7	-6
COc1ccc(C(=O)N2CCN(C(=O)Cc3ccccc3)CC2)cc1	1832	2	0	-4	2.7	0.071	-1	4	106	3	2
O=C(N/N=C/c1ccco1)c1cc(-c2ccc3ccccc3c2)n[nH]1	1519	5	0	/	1.9	-0.95	21	17	83	2	-14
CC1=C(C(=O)OC(C)C)C(c2cccc(F)c2)N2C(=O)C(C)SC2=N1 (configuration not stated)	1617	6	4	-4	2.3	0.00035	3	0	100	1	6
COc1ccccc1OCCC(=O)OCC(=O)Nc1ccc(S(=O)(=O)N2CCOCC2)cc1	1496	6	1	3	-0.4	-0.59	3	4	102	-3	-3
COc1ccc(-n2cnnc2SCc2cnc(-c3ccccc3)s2)cc1	1541	3	-3	10	0.9	/	2	12	103	-4	-11
CN1CCN(S(=O)(=O)c2ccc(NC(=S)NC(=O)C3CCC3)cc2)CC1	1330	0	-2	9	0.3	/	-3	-7	105	-2	-10
COc1ccc(Cl)cc1C(=O)Nc1ccc(NC(=O)C(C)C)cc1	1707	7	5	10	2.7	0.99	31	-11	78	9	6
CCOC(=O)N1CCC(NC(=O)c2ccc3nc4ccccc4c(=O)n3c2)CC1	1512	-4	-2	/	0.7	/	-24	2	125	-2	0
Cc1ccc(S(=O)(=O)N(C)C)cc1NC(=O)c1cc(=O)[nH]c2ccccc12	1653	0	6	-10	3.4	0.1	3	-11	102	3	5
NC(=O)c1ccc(NC(=O)COC(=O)CCC(=O)c2ccc(Cl)cc2)cc1	1496	3	2	-22	5.6	0.14	-3	0	109	5	-4
CC(=O)Oc1ccc(C(=O)Cc2ccc3ccccc3n2)c(O)c1C	1497	0	0	-7	3.6	/	4	-2	98	1	-1
COc1ccc(NC(=O)Nc2ccccc2C(N)=O)cc1	1724	-2	5	-10	1.1	0.028	12	-6	94	8	-18
c1ccc(CN2CCN(Cc3nnc(-c4ccccc4)o3)CC2)cc1	1449	-1	3	-12	0.0	0.23	-4	-8	105	-2	-5
